Screening results from PubChem BioAssay.
Pf growth 96h – inhibits malaria parasite growth, 96 h. 6.9% of 320,000 active. Potency, µM (highest dose often 28.7 µM), inactives show at the highest dose activity change, negative = inhibition, hits mostly inhibitors. AID 504834. P. falciparum luciferase reporter growth, 96 h; also: potency is read from the fitted curve at half-maximal effect; % is scaled to controls: 0 for no effect and ±100 for the full control effect
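Delayed-death screen, second-generation endpoint: infected erythrocytes, 2% hematocrit, 0.05% parasitemia final; 96 hours at 37 C, 5% CO2; luciferase detection reagent; luminescence decrease equals reduced growth.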
Shiga toxin inh – blocks Shiga toxin action in Vero cells; Vero cells, Shiga toxin protein synthesis inhibition reporter; inhibition, % at 38.7 µM; 9.2% of 290,000 active; in the data active = inhibition mostly above about 28%, no sharp cut-off; inactive = mostly below about 43%; also: 0% is about no effect
CHX counter – affects cycloheximide protein synthesis inhibition readout, counter-screen; max response, %; 12% of 300,000 active; cell reporter, cycloheximide protein synthesis inhibition counterscreen; in the data active = max response mostly above about 13%, no sharp cut-off; inactive = mostly below about 14%; also: read at 38.3 µM for the half of the compounds with a filed dose; 0% is about no effect
TbPYK inhibitor – T. brucei pyruvate kinase inhibition; 0.12% of 410,000 active; Potency, µM (doses to about 76.8 µM), for the others: top-dose activity, negative = inhibition, actives largely listed as inhibitors; TbPYK enzyme, Kinase-Glo Plus ATP luminescence, 45 min; AID 624173; Q57TT1; also: potency is read from the fitted curve at half-maximal effect; % is scaled to controls: 0 for no effect and ±100 for the full control effect; nearly all actives have a fitted effect of over 50% in size
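Luminescence from Kinase-Glo Plus, added after a 45-minute room-temperature reaction, served as the end-point read-out. The enzyme and substrate were preincubated with compound before ADP (130 uM final) initiated turnover. Concentration-effect curves came from normalized qHTS data.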
Pf growth 48h – P. falciparum growth inhibition at 48 hours (one generation) | P. falciparum luciferase growth in erythrocytes, 48 h | Potency, µM (doses to about 28.7 µM), without a hit: at the highest dose activity change, negative = inhibition, usual class: inhibitors | 5.9% of 310,000 active | AID 504832; also: potency is read from the fitted curve at half-maximal effect; % is scaled to controls: 0 for no effect and ±100 for the full control effect
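Parasite viability was followed by luminescence of a genomically integrated firefly luciferase. Cultures held 0.1% parasitemia at 2% hematocrit (final), incubated under 5% CO2 at 37 C.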
LmPK inhibitor – blocks Leishmania mexicana pyruvate kinase activity. 0.37% of 290,000 active. Q27686. AID 1721. purified LmPK, Kinase-Glo ATP luminescence, 1 h. Potency, µM (doses to about 57.5 µM), for inactives: at the highest dose activity change, negative = inhibition, most hits filed as inhibitors; also: potency is read from the fitted curve at half-maximal effect; % is scaled to controls: 0 for no effect and ±100 for the full control effect
Target sequence (Q27686 whole entry, looked up): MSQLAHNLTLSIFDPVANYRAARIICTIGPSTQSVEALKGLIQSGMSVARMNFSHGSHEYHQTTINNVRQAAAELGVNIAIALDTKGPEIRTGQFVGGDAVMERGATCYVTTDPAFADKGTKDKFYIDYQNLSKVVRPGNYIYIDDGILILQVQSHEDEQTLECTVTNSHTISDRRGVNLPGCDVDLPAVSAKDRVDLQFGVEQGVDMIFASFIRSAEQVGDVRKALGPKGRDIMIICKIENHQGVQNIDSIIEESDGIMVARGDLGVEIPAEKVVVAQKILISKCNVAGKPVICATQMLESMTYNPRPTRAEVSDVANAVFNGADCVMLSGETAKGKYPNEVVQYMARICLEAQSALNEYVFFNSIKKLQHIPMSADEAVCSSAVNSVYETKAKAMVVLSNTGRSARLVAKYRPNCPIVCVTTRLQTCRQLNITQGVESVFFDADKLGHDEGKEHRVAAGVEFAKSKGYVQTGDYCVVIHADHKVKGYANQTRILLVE
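In 50 mM imidazole pH 7.2 with 7 mM MgCl2, LmPK (0.1 nM) turned over PEP (0.5 mM) and ADP (0.1 mM) for 1 h at room temperature. Luciferase read-out of ATP.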
AmpC inh no detg – AmpC beta-lactamase inhibition without detergent; AmpC nitrocefin hydrolysis, absorbance 480 nm, 0.0001% Triton; 0.52% of 330,000 active; Potency, µM (top dose mostly 57.1 µM), for inactives: at the highest dose activity change, negative = inhibition, actives largely listed as inhibitors; P00811;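 also: potency is read from the fitted curve at half-maximal effect; plate controls were no compound for no effect and no enzyme for full effect; nearly all actives have a fitted effect of over 20% in size; some results filed as inactive show a strong effect at the top dose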
Target sequence (P00811 whole entry, looked up): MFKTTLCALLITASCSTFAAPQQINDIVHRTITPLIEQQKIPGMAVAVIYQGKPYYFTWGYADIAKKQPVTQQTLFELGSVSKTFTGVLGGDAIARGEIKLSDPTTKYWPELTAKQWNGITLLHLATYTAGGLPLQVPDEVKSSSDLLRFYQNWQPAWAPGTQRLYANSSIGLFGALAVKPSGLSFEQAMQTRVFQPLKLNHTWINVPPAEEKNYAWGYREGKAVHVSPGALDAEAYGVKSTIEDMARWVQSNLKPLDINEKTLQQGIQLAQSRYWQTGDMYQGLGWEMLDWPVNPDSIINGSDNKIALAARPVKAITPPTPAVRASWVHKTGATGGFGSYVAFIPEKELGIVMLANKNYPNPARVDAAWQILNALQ
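AmpC (5.3 nM in the dispensed reagent) in 20 mM phosphate pH 7.0 with 0.01% (detergent screen) or 0.0001% Triton X-100 was preincubated with compounds for 15 min at room temperature. Nitrocefin was then added from an 800 uM solution, and hydrolysis was followed at 480 nm.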
* hit, by the source's call; ? = inconclusive; · = no result given; [ ] = another dose, or the depositor's remark. Unless noted, calls follow the shape of the dose curve; as a rule, active = well fitted curve in the direction sought with a large enough effect; inconclusive = small, poorly fitted or top-dose-only effect, or another doubt; inactive = no such curve, though single readings can be large; an effect the other way counts as inactive or inconclusive.

SMILES	Pf growth 96h	Shiga toxin inh	CHX counter	TbPYK inhibitor	Pf growth 48h	LmPK inhibitor	AmpC inh no detg
CC1CN(CCCSc2ccc(Cl)cc2)CC(C)O1 (stereo not given)	?	6	10	19%	15%	3%	-6%[2.29 µM]
Cc1ccc2oc(=O)cc(CN3CC(C)OC(C)C3)c2c1 (stereo not given)	-17%	-2	-3	1%	-5%	2%	-9%
CNC(=O)CN(c1cc(OCCOC)c(Cl)cc1Cl)S(=O)(=O)c1ccccc1	?	8	14	-7%	283%[activator]	-2%	114%[activator]
CN(CC(=O)Nc1ccccc1Cl)C(=O)CSc1nncs1	1%	·	·	-5%	4%	·	-6%
c1ccc(CCNc2ccnc3cc4ccccc4cc23)cc1	49%[activator]	-26	-12	-1%	0.52µM*	4%	18µM*
COc1ccccc1/C=C(/C(=O)OCC(=O)NCc1ccccc1)c1ccccc1	34%[activator]	-39	-2	0%	1%	1%	30%
CCOc1ccc(C2CC(c3c(O)n(C)c(=O)n(C)c3=O)=NN2)cc1 (stereo not given)	15µM*	-1	-2	3%	?	-14%	32%
CC(C)N(C(=O)COC(=O)c1ccc([N+](=O)[O-])cc1)c1ccccc1	2%	-9	7	0%	?	10%	0%
CC(C)N=c1c([N+](=O)[O-])nn(C)n1O	7%	14	-5	-1%	10%	-4%	-16%
CC1CCCC(NC(=O)CCCn2c(=S)[nH]c3ccccc3c2=O)C1C (stereo not given)	?	-12	-1	-1%	?	-2%	-42%
CN(C)S(=O)(=O)c1ccc(NC(=O)COc2cccc3c2OC(C)(C)C3)cc1	?	·	·	0%	?	·	-17%
O=S(=O)(c1ccc(C2CCCCC2)cc1)N1CCN(c2ncccn2)CC1	?	-5	3	3%	19%	-11%	-27%
CCOc1ccccc1NC(=O)CSc1ccc(-c2sc(C)nc2C)nn1	10µM*	-3	-1	4%	?	2%	111%[activator]
CCOC(=O)N1CCC(NS(=O)(=O)c2ccc(C)c(Cl)c2)CC1	?	-3	-2	0%	?	2%	32%
Cc1cccc(-c2nc(C#N)c(NC3CCCCC3)o2)c1	4.7µM*	168*	50*	-11%	64%[activator]	-2%	-16%
COc1ccc(NC(=O)COc2cccc3c2CCN(Cc2cccnc2)C3=O)c(OC)c1	1.3µM*	-29	-2	1%	5.2µM*	-12%	84%[activator]
Cc1cc([N+](=O)[O-])nn1Cc1ccc(C(=O)N/N=C/c2ccc(F)cc2)cc1	-2%	11	9	3%	-1%	0%	-29%
O=C(C1CC1)N1CCc2cc(Br)cc(S(=O)(=O)NCc3ccccn3)c21	51%[activator]	-3	-3	?	-18%	-10%	-25%
O=S(=O)(c1ccccc1)N1CCN(CC(O)COc2ccc3c(c2)CCC3)CC1 (stereo not given)	22%	-9	-5	0%	·	2%	87%[activator]
Cc1cc(C(=S)N2CCOCC2)c(C)n1-c1ccc(F)cc1	-4%	5	8	-16%	?	2%	75%[activator]

Fetched by structure from above:
SMILES	Pf growth 96h	Shiga toxin inh	CHX counter	TbPYK inhibitor	Pf growth 48h	LmPK inhibitor	AmpC inh no detg
COc1ccccc1/C=C(/C(=O)OCC(=O)NCc1ccccc1)c1ccccc1	34%[activator]	-39	-2	0%	1%	1%	30%
Cc1cc(C(=S)N2CCOCC2)c(C)n1-c1ccc(F)cc1	-4%	5	8	-16%	?	2%	75%[activator]
CCOC(=O)N1CCC(NS(=O)(=O)c2ccc(C)c(Cl)c2)CC1	?	-3	-2	0%	?	2%	32%
CC1CCCC(NC(=O)CCCn2c(=S)[nH]c3ccccc3c2=O)C1C (stereo not given)	?	-12	-1	-1%	?	-2%	-42%

(next part)
SMILES	Pf growth 96h	Shiga toxin inh	CHX counter	TbPYK inhibitor	Pf growth 48h	LmPK inhibitor	AmpC inh no detg
CCOc1ccc(NS(=O)(=O)c2cc(NC(=O)CCS(=O)(=O)c3ccc(C)cc3)ccc2OC)cc1	-28%	-3	-2	7%	2%	2%	-34%
Cc1cc(C=O)c(C)n1-c1ccc(N2CCCCC2)c([N+](=O)[O-])c1	?	-8	-3	-4%	-2%	3%	18%
O=C(CS(=O)(=O)c1c[nH]c2ccccc12)N1CCCc2ccccc21	1%	10	-3	-1%	-2%	1%	-12%
CN1C(=O)C(=Cc2cn(CC#N)c3ccccc23)C(=O)N(C)C1=O	?	-5	-5	-2%	7%	0%	-39%
O=C(COC(=O)CNC(=O)c1ccc(Cl)cc1Cl)NC(=O)NC1CCCCC1	0%	·	·	-4%	?	·	2%
COc1ccc(C)cc1-n1nnnc1SCc1csc(C)n1	?	24	5	5%	?	1%	9%
CN(Cc1cnn(C)c1)C(=O)c1sc2cccc(Cl)c2c1Cl	?	10	8	4%	·	-2%	139%[activator]
CN1CCN(CC(O)COC(c2ccccc2)c2ccccc2)CC1 (stereo not given)	-2%	-5	9	-3%	0%	5%	1%[11.4 µM]
Cc1nnc(NC(=O)CC23CC4CC(CC(C4)C2)C3)s1	7%	25	1	-3%	9%	-4%	-22%
CCOc1ccc2ccc(OCC)c(/C=N/n3cnnc3)c2c1	21%	31	9.4*	-1%	0%	3%	96%[activator]
Cc1ccc(C)c(OCCCCn2ccnc2)c1	13µM*	-14	-3	3%	·	5%	0%
COC(=O)CNc1cc(S(=O)(=O)N2CCCCC2)ccc1Oc1ccc(C(=O)OC)cc1	?	1	-1	-5%	?	5%	25%
C=CCn1c(SC(C)CC)nc(O)cc1=O (stereo not given)	47%	-1	-2	-4%	·	2%	-27%
COc1ccc([C@@H]2[C@@H]3C(=O)N(C(C)(C)C)C(=O)[C@@H]3[C@]3(CC(C)C)C(=O)N(c4ccccc4)C(=O)N23)cc1	?	26	16*	0%	?	1%	127%[activator]
Cc1cnc(NC(=O)Cc2ccccc2Cl)s1	-19%	17	0	17%	-9%	-2%	-12%
O=C(Nc1ccc(C2CCCCC2)cc1)C1CCN(c2ncccn2)CC1	-2%	-23	5	3%	5%	1%	-1%
CN(C)C(=O)Cn1cnc2c(cnn2-c2ccc(F)cc2)c1=O	42%[activator]	-12	-4	-1%	46%[activator]	6%	-20%
CCN(CC)CCn1c(=N)n(CC(=O)c2ccc(Br)s2)c2ccccc21	1.9µM*	32	-1	-2%	1.9µM*	2%	62%[activator]
O=C(O)CSc1ncnc2sc3c(c12)CCC3	7%	-10	0	4%	35%[activator]	2%	-11%
CCCCNCCCOc1cc(Cl)ccc1Cl	6.6µM*	-22	-4	-9%	·	-3%	-7%
O=Cc1c(-c2ccc(F)cc2)nc2ccccn12	-21%	32	26	3%	79%[activator]	-2%	-12%
CCCCn1nc(NC(=O)CC)c2cc3cc(OC)ccc3nc21	?	18	12	3%	?	4%	-10%
COc1ccccc1-n1nnnc1SCC(=O)N1CCCC1=O	55%[activator]	2	-2	-5%	27%	-3%	3%
COc1ccc(C(=O)O)cc1S(=O)(=O)Nc1ccc(C)cc1	5%	1	6	12%	62%[activator]	-6%	-16%
Cc1c(C(=O)NNS(=O)(=O)c2ccccc2)sc(=S)n1C	-26%	21	-2	2%	5%	0%	-35%
O=C(CN1C(=O)COc2ccc(Cl)cc21)NC1CC1	?	-10	1	1%	11%	-4%	-9%
COc1ccc(N2CC(C(=O)Nc3nc4ccc(S(C)(=O)=O)cc4s3)CC2=O)cc1 (stereo not given)	-7%	9	3	-9%	-18%	0%	-25%
O=C(CN1C(=O)c2ccc([N+](=O)[O-])cc2C1=O)Nc1cc(S(=O)(=O)N2CCOCC2)ccc1Cl	0%	·	·	4%	49%[activator]	·	-30%
OCCN1CCN(CC(O)COc2ccc(-c3ccccc3)cc2)CC1 (stereo not given)	·	74*	32*	2%	-18%	3%	16%
CC1(C)CC(=O)C(C=Nc2ccc(O)c(N=CC3=C(O)CC(C)(C)CC3=O)c2)=C(O)C1	?	15	1	-6%	10µM*	0%	-24%
CC(NC(=O)c1cccnc1)C(c1cccs1)N1CCN(c2ccccc2F)CC1 (stereo not given)	?	-5	-1	1%	1%	4%	72%[activator]
O=C(COC(=O)c1ccc2c(c1)C(=O)N(Cc1ccncc1)C2=O)Nc1cccc2ccccc12	17%	-5	1	2%	3%	2%	-19%
Cc1cccc(Nc2ncnc3ccc(Br)cc23)c1	0%	-15	-2	3%	?	-1%	-33%
O=C(CSCc1ccc(Cl)cc1Cl)Nc1ccc(O)cc1C(=O)O	1%	·	1	-8%	30%[activator]	4%	-21%
CC1(C)CC(=O)N(c2ccc(C#N)cc2)C(=O)C1	-19%	-11	-3	2%	19%	0%	-20%
Cc1cccc(CN(CC(=O)N/N=C/c2ccco2)S(=O)(=O)c2ccc(Cl)cc2)c1	-21%	2	-3	-2%	·	3%	-40%
COc1ccc2cc(CN(CC3CCCO3)C(=O)Nc3ccccc3)c(=O)[nH]c2c1 (stereo not given)	38%[activator]	6	7	2%	?	10%	13%
O=C(O)CN1C(=O)C(=O)N(Cc2ccc(Cl)c(Cl)c2)C1=O	?	-9	-3	-5%	-3%	6%	-39%
C=CCn1c(SCC(=O)N2CC(=O)Nc3ccccc32)nc2scc(-c3cccs3)c2c1=O	-34%	-23	-3	3%	?	1%	-24%
CC1(C)C=C(c2ccc(C(=O)O)s2)CC(C)(C)N1	74%[activator]	6	-4	14%	-2%	-4%	-6%
COCC(=O)Nc1ccc2c(c1)OCC(=O)N2Cc1ccccc1F	-22%	-8	1	-1%	0%	-2%	-19%
CCOC(=O)C1=C(C)Nc2ncnn2C1c1cccnc1 (stereo not given)	-13%	17	2	1%	-11%	2%	-16%
C/C(=N\NC(N)=O)c1cccc(Cl)c1	-12%	7	4	1%	14%	1%	-8%
Cc1ccc([N+](=O)[O-])cc1NC(=S)NC(=O)CC(C)(C)C	50%[activator]	15	4	3%	7%	2%	-22%
Cc1cc(-c2nc3c4c5c(sc4[nH]c(=O)n3n2)CCC5)c(C)o1	7%	-12	0	-13%	3%	-6%	-6%
COc1ccc(CCNC(=O)c2sc3cc(C)ccc3c2Cl)cc1	-10%	12	2	-1%	?	7%	?
O=c1[nH]c2ccccc2nc1NCCN1CCOCC1	11%	-15	1	-16%	16%	1%	-14%
O=S(=O)(c1cc(Cl)ccc1Cl)N1CCN2CCCC2C1 (stereo not given)	?	-8	3	-1%	-6%	5%	-2%
O=C1/C(=C/c2cccs2)SC(=S)N1CC(=O)N1CCCCC1CCO (stereo not given)	16%	18	15*	-11%	-7%	0%	83%[activator]
O=C(CN1CCN(Cc2ccc3c(c2)OCO3)CC1)Nc1cc(S(=O)(=O)N2CCCC2)ccc1Cl	?	-2	1	5%	?	-3%	10%
Cc1cccc(Nc2nc(N)nc(CCl)n2)c1C	1.5µM*	59*	53*	4%	?	2%	-20%
O=C(Cn1cc([N+](=O)[O-])cn1)N1CCc2ccccc2C1	?	-10	-3	-3%	-39%[5.75 µM]	-2%	-6%[2.29 µM]
COCCN1C(=O)c2cc(C(=O)Nc3cccc(F)c3)ccc2C1Nc1cccc(F)c1 (stereo not given)	?	-12	-4	2%	-15%	3%	-7%

Outcome played no part in choosing rows; overall some 22% were active at least once.
